RBBP9 inh: inhibitors of human serine hydrolase RBBP9; inhibition, % at 7.94 µM; recombinant RBBP9, FP-Rh probe fluorescence polarization; 0.2% of 220,000 active; O75884;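 active = inhibition above the campaign mean of all tested compounds plus 3 SD, cut at about 14% in these data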;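 also: plate controls were DMSO wells with RBBP9 for no effect and wells lacking RBBP9 protein for full effect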
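System: RBBP9 protein | Quantity: 2.5 µM RBBP9 dispensing solution, before mixing | Reagent: FP-Rh probe, 375 nM dispensing solution | Timing: Enzyme-compound preincubation 30 min, then probe labeling 45 min, 25 °C | Measured by: Fluorescence polarization | Read-out: % inhibition | Replication: One well per compound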
NPY2 pot ag: potentiates or activates human NPY-Y2 receptor; cells expressing NPY-Y2, potentiator/agonist read-out; AID 1359; 0.45% of 220,000 active; P49146; activation, % at 3.6 µM; in the data active = activation above about 27%;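 also: cells stimulated with NPY near EC25 plus isoproterenol at EC100; 0% = vehicle plus submaximal agonist and 100% = vehicle plus saturating agonist; some results beyond the cut were filed as inactive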
Target sequence (P49146 whole entry, looked up): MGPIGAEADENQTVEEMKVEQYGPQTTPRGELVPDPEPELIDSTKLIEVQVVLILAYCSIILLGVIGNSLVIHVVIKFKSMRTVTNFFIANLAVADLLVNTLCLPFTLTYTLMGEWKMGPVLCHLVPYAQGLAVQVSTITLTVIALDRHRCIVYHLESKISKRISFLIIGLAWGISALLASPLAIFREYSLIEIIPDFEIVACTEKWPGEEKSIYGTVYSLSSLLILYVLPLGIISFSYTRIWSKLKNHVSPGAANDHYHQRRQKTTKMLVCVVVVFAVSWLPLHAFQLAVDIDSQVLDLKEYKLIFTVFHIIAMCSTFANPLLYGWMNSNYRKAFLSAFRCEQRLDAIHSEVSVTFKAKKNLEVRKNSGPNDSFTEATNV
Runt-CBFb FRET: Runt domain-CBFb interaction inhibition; inhibition, % at 20 µM; Q01196+Q13951; Cerulean-Runt/Venus-CBFb FRET ratio 530/480, 1 h; 0.46% of 220,000 active;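 active = inhibition over about 50% at 20 µM in the single-dose screen, limit read from the data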;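 also: 0% = DMSO wells and 100% = excess unlabeled CBFb competitor control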
Target sequence (Q01196 whole entry, looked up, the tested form may be a part): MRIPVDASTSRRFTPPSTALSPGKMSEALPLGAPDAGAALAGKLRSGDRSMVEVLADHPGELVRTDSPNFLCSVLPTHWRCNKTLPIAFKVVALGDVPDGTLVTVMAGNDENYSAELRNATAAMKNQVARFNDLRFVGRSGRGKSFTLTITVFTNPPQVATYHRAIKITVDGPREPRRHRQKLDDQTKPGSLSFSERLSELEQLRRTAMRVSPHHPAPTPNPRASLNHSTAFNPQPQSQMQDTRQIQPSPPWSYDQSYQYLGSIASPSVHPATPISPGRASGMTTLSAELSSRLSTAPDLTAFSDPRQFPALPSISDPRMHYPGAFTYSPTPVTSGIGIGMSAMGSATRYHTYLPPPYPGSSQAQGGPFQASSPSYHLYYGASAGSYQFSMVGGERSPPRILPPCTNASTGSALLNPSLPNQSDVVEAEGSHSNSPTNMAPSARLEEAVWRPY
Target sequence (Q13951 whole entry, looked up, the tested form may be a part): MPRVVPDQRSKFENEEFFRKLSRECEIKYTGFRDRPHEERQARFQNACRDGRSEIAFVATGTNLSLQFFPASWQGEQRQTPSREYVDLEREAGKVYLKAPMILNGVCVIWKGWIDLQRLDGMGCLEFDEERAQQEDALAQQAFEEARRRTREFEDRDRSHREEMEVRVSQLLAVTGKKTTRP
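System: Cerulean-labeled Runt domain protein | Quantity: 100 nM of each labeled protein | Schedule: 1 h compound exposure, room temperature | Detection: Fluorescence energy transfer, 422 nm excitation, 530/480 nm emission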
Ba/F3 V617F tox: reduce viability of Ba/F3 cells dependent on JAK2V617F. AID 1446. inhibition, % at 5.6 µM. Ba/F3 EpoR-JAK2V617F viability, ATP luminescence. 1.1% of 220,000 active;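 active = inhibition above the campaign mean plus 3 SD over all tested compounds, cut at about 24% in these data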;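 also: cytokine-independent growth of Ba/F3 cells driven by EpoR plus mutant JAK2; 0% = DMSO-treated cells and 100% = JAK inhibitor I control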
NPY-Y1 antag: blocks the human neuropeptide Y Y1 receptor | P25929 | HEK293-CNG Y1 cells, membrane potential fluorescence; NPY at EC95, then isoproterenol | inhibition, % at 3.6 µM | 1% of 200,000 active | AID 1040;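 active = inhibition above the campaign mean inhibition of all tested compounds plus 3 SD, cut at about 20% in these data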;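 also: 0% = DMSO wells given NPY plus isoproterenol and 100% = isoproterenol alone without NPY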
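Assay system: HEK293 Y1/CNG channel cell line; Doses: single compound dose of 3.6 µM, 0.4% DMSO; Timing: dye 3 h, compound 60 min room temperature, stimulation 45 min; Technique: Membrane-potential fluorescent dye readout; Measure: % inhibition of NPY effect.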
BaF3 tox: counter-screen for JAK2V617F inhibitors: parental Ba/F3 viability inhibitors; CellTiter-Glo ATP luminescence; inhibition, % at 5.6 µM; 1.1% of 220,000 active;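 active = inhibition above a per-campaign cutoff, the mean inhibition of all tested compounds plus 3 SD, cut at about 27% in these data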;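 also: 0% = DMSO wells and 100% = JAK Inhibitor I control wells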
NPY-Y1 PAM-ag: potentiates or activates human NPY-Y1 receptor; NPY-Y1 expressing cells, potentiator/agonist activation; 0.37% of 220,000 active; P25929; AID 1304; activation, % at 3.6 µM; in the data active = activation above about 33%, passing the limit was not always enough;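 also: cells stimulated with NPY at EC10 then isoproterenol at EC100; 0% = low agonist plus stimulus and 100% = saturating agonist plus stimulus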
S1P4 antagonist: blocks the human S1P4 receptor. inhibition, % at 4.98 µM. 0.26% of 220,000 active. S1P4-expressing cells, antagonist mode, reporter read-out. AID 1510; in the data active = inhibition above about 29%;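 also: 0% = wells stimulated with agonist and 100% = vehicle wells without agonist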
S1P4 agonist: activates the human S1P4 receptor | O95977 | S1P4-expressing cell line, agonist reporter assay | activation, % at 4.98 µM | 0.35% of 220,000 active | AID 1509; in the data active = activation above about 11%;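 also: 0% = DMSO vehicle and 100% = reference agonist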
Numbers without * were called inactive; x = not tested or not shown.

canonical_smiles,RBBP9 inh,NPY2 pot ag,Runt-CBFb FRET,Ba/F3 V617F tox,NPY-Y1 antag,BaF3 tox,NPY-Y1 PAM-ag,S1P4 antagonist,S1P4 agonist
Fc1ccc(COc2ccc(/C=N/n3cnnc3)cc2)cc1,12.0,-15.7,-2.8,0.3,4.1,4.6,16.4,-0.2,0.3
CC(C)(C)NC(=O)C(c1ccncc1)N(CC1CCCO1)C(=O)Cn1nnc(-c2ccc(F)cc2)n1 (configuration not stated),-8.9,-4.7,-1.8,-4.9,5.8,2.8,9.8,6.5,2.6
CCn1ccnc1CN1CCN(CCC(C)C)C(CCO)C1 (configuration not stated),-1.3,-7.7,0.8,-0.7,4.5,4.8,5.9,12.1,0.1
Fc1ccc(-c2cnc[nH]2)cc1,5.8,1.0,0.9,-1.7,1.0,4.8,10.6,-15.6,-2.0
O=C(Nc1ccccc1-c1nnn(CC(=O)N2CCCc3ccccc32)n1)c1ccc(Cl)cc1,-2.7,-9.4,3.6,1.4,-5.8,4.7,-21.5,-13.9,0.1
CC(C(=O)N1CCOCCOCCOCC1)N1C(=O)c2ccccc2C1=O (configuration not stated),-10.4,2.9,0.8,-0.9,5.6,-1.7,6.0,-8.5,-0.4
CC(C)OCCCNC(=O)C1CCC(CNS(=O)(=O)c2ccccc2)CC1 (configuration not stated),-6.6,-7.3,-4.2,-5.4,2.0,2.0,5.2,-12.0,0.5
Cc1ccc(NC(=O)c2noc3c2CC(C(C)(C)C)CC3)cc1 (configuration not stated),-1.0,5.1,3.9,-0.9,-3.2,3.0,0.8,-5.5,-1.3

Following part.
canonical_smiles,RBBP9 inh,NPY2 pot ag,Runt-CBFb FRET,Ba/F3 V617F tox,NPY-Y1 antag,BaF3 tox,NPY-Y1 PAM-ag,S1P4 antagonist,S1P4 agonist
COc1ccccc1CN1CCCC(C(=O)N2CCCCC2)C1 (configuration not stated),-5.5,-4.5,0.4,0.1,x,1.6,-3.1,-3.5,1.1
CCNC(=O)OCCC12CC3CC(CC(C3)C1)C2,-3.4,1.9,-2.8,-4.6,1.5,-1.3,4.5,0.3,1.5
CC1CCCC(C)N1C(=O)CSc1nc2ncnc(N)c2[nH]1 (configuration not stated),-7.6,-8.4,2.0,0.4,-2.5,6.9,-22.1,-24.5,-1.2
O=C(NC(=S)NCCCN1CCOCC1)c1cccc2ccccc12,5.7,-13.3,2.0,1.6,3.4,3.6,-11.1,1.1,0.3
O=C(NCCN1CCCCCC1)C1CCC(CNS(=O)(=O)c2cccc3cccnc23)CC1 (configuration not stated),-0.3,1.4,0.7,-2.2,0.9,2.4,-7.7,-14.2,0.5
O=C(NC(NC1CCS(=O)(=O)C1)C(=O)c1cccs1)c1ccccc1 (configuration not stated),4.8,-2.2,-1.2,0.1,1.5,6.8,2.3,7.8,9.0
COc1cc(OC)cc(C(=O)Nn2cc(C(=O)Nc3ccc(F)cc3F)c3ccccc3c2=O)c1,-7.4,1.7,-2.6,3.2,3.6,9.2,-4.9,-26.4,1.7
O=C(Cn1cnc2c(nnn2Cc2ccccc2)c1=O)NCc1ccccc1Cl,-4.5,-10.4,0.4,-2.2,x,5.6,5.0,3.6,-0.5

Following part:
canonical_smiles,RBBP9 inh,NPY2 pot ag,Runt-CBFb FRET,Ba/F3 V617F tox,NPY-Y1 antag,BaF3 tox,NPY-Y1 PAM-ag,S1P4 antagonist,S1P4 agonist
CCOC(=O)N1CCC(NC(=O)c2cc(-c3ccc(F)cc3)[nH]c2C)CC1,-3.9,-7.3,-2.9,-1.8,5.2,-0.8,-3.6,-1.7,0.7
O=C(CCCCCCCC(=O)c1ccccc1)c1ccccc1,1.3,-12.1,-0.1,-1.9,4.9,0.8,-8.3,-17.6,0.1
C=CCn1c(SCC(=O)NC2CCS(=O)(=O)C2)nc2scc(C3CC3)c2c1=O (configuration not stated),-8.0,-11.1,-0.9,1.1,2.9,4.6,-0.3,-13.7,1.5
COc1ccc2[nH]cc(/C=C(/C#N)S(=O)(=O)c3ccccc3)c2c1,-5.7,11.6,-55.2,-3.3,-0.9,1.7,11.7,-1.6,2.2
CSc1ccccc1NC(=O)CSc1nncs1,0.7,6.4,0.8,0.8,-1.0,10.0,2.4,-8.1,1.5
COc1ccc(N2CCN(C(=O)c3ccc(C)cc3Cl)CC2)cc1,4.4,6.5,-0.4,-0.6,1.8,2.7,-17.0,4.6,2.9
CSc1cccc(NC(=O)C2CCCN2S(=O)(=O)c2ccc(Br)s2)c1 (configuration not stated),-7.6,-8.2,0.6,-1.4,2.4,5.4,8.2,-14.5,-0.6
COc1ccc(C(=O)/C=C/N2CCCCC2)cc1OC,-11.2,3.7,-2.7,-0.8,3.5,4.6,7.7,-2.1,-0.8

Grouped by structure: the entries above containing an aryl thioether with sulfur outside any ring (4)
canonical_smiles,RBBP9 inh,NPY2 pot ag,Runt-CBFb FRET,Ba/F3 V617F tox,NPY-Y1 antag,BaF3 tox,NPY-Y1 PAM-ag,S1P4 antagonist,S1P4 agonist
CC1CCCC(C)N1C(=O)CSc1nc2ncnc(N)c2[nH]1 (configuration not stated),-7.6,-8.4,2.0,0.4,-2.5,6.9,-22.1,-24.5,-1.2
C=CCn1c(SCC(=O)NC2CCS(=O)(=O)C2)nc2scc(C3CC3)c2c1=O (configuration not stated),-8.0,-11.1,-0.9,1.1,2.9,4.6,-0.3,-13.7,1.5
CSc1ccccc1NC(=O)CSc1nncs1,0.7,6.4,0.8,0.8,-1.0,10.0,2.4,-8.1,1.5
CSc1cccc(NC(=O)C2CCCN2S(=O)(=O)c2ccc(Br)s2)c1 (configuration not stated),-7.6,-8.2,0.6,-1.4,2.4,5.4,8.2,-14.5,-0.6

More entries:
The line under a structure holds: RBBP9 inh | NPY2 pot ag | Runt-CBFb FRET | Ba/F3 V617F tox | NPY-Y1 antag | BaF3 tox | NPY-Y1 PAM-ag | S1P4 antagonist | S1P4 agonist
> C=C1c2cc3c(cc2NC(=S)N1Cc1ccccc1)OCO3
 : -6.2 | 11.1 | 24.2 | 0.1 | x | -0.2 | 9.9 | -1.3 | -0.1
> NNc1cc([N+](=O)[O-])cc2c1C(=O)N(Cc1ccccc1)S2=O (configuration not stated)
 : -4.7 | -6.7 | 29.9 | 1.9 | 3.5 | 7.3 | 2.9 | 0.9 | 0.8
> Cc1cc2c(c(=O)o1)C(Cc1ccccc1)C(C#N)=C(N)O2 (configuration not stated)
 : -5.7 | -7.5 | 3.5 | -1.1 | 3.3 | 2.5 | -4.9 | -8.4 | 1.5
> O=C(NCC1CCCO1)C1c2ccccc2C(=O)N1C1CCCCCC1 (configuration not stated)
 : -6.8 | -17.7 | 2.1 | -1.5 | 1.7 | -1.0 | 16.4 | -36.9 | 0.0
> Cc1ccc(NCc2nnc(SCC(=O)NCc3ccco3)n2CC2CCCO2)cc1Cl (configuration not stated)
 : -2.8 | 6.0 | -2.5 | 0.9 | 1.7 | 5.7 | -1.9 | 6.0 | -0.4
> O=C(N/C(=C\c1cn(-c2ccccc2)nc1-c1ccc(Cl)cc1)C(=O)N1CCOCC1)c1ccccc1
 : -3.4 | -3.8 | -2.1 | -1.3 | -2.1 | 4.6 | -12.2 | -19.5 | 4.2
> Cc1csc(N(C(=O)CCNC(=O)c2ccc([N+](=O)[O-])cc2)c2ccccc2)n1
 : 7.8 | 10.6 | 0.9 | 1.3 | -1.6 | 2.4 | -10.9 | -13.3 | -0.1
> Cc1csc(=Nc2ccccc2)n1CCO
 : -4.6 | -2.1 | 1.6 | 0.3 | 0.8 | 5.4 | -13.3 | -4.8 | 1.0
> COc1ccc(OCc2nn3c(-c4ccco4)nnc3s2)cc1
 : -5.5 | -9.3 | 5.4 | 2.1 | 2.3 | 2.9 | -15.6 | -21.0 | -0.3
> O=C(Cn1cnc2c(cnn2-c2ccccc2)c1=O)Nc1cc(S(=O)(=O)N2CCOCC2)ccc1Cl
 : -8.8 | -7.6 | -1.4 | 6.0 | 4.7 | 8.1 | -1.4 | -16.1 | -0.9
> CC(NC(=O)/C=C/c1cnc2ccccc2n1)C12CC3CC(CC(C3)C1)C2 (configuration not stated)
 : -5.6 | 4.7 | -1.7 | -1.8 | 5.1 | 4.7 | 1.4 | -2.1 | -0.3
> O=C(CCS(=O)(=O)c1cccc2nsnc12)NCc1ccccc1
 : -5.7 | 13.0 | -2.4 | 2.8 | 2.4 | 3.2 | 15.2 | -13.7 | 1.6
> Cc1c(C=O)c2ccccc2n1CC(=O)NC(C)c1ccccc1 (configuration not stated)
 : 0.8 | -2.5 | 0.6 | -4.0 | 4.9 | -0.6 | 7.4 | -21.8 | 2.2
> C#CCOCCOCCOCCNc1nc(N2CCN(C(=O)[C@H](CCCCN)n3cc([C@@H](N)CO)nn3)CC2)nc(N2CCN(C(=O)[C@H](Cc3ccc(O)cc3)n3cc([C@@H](N)CC(C)C)nn3)CC2)n1
 : -4.6 | -19.6 | 2.7 | 3.8 | -2.5 | -4.2 | 4.2 | -15.2 | 0.7
> CCCc1nnc(NC(=O)COC(=O)c2cc(C)nc3ccccc23)s1
 : -4.3 | 5.2 | -0.9 | -2.9 | 2.7 | 0.8 | -0.6 | -25.4 | 1.3
> O=C(O)CCC(=O)NNc1nc2ccccc2nc1-c1ccccc1
 : -1.1 | 13.3 | 0.2 | 0.8 | 1.0 | 90.0* | -5.2 | -6.3 | 2.4
> Cc1nnc(SCC(=O)Nc2nccs2)[nH]c1=O
 : -2.3 | -8.5 | -0.2 | 1.6 | 4.1 | 5.3 | 2.2 | -16.9 | 0.8
> O=C(O)Cc1ccc(NC(=S)Nc2cccc(Cl)c2Cl)cc1
 : -4.7 | -1.7 | 3.5 | 2.0 | -3.8 | 6.2 | -1.4 | -22.0 | 0.0
> COc1ccc(OC)c2c1sc(=NC(=O)C1CC1)n2C
 : -1.9 | -13.0 | -3.4 | -1.3 | x | -2.5 | -25.6 | -0.5 | 0.9
> Cc1ccc(S(=O)(=O)NCCC(=O)Nc2ccc(C)c(Cl)c2)cc1C
 : -11.9 | -1.4 | -4.1 | 3.4 | 0.0 | 3.7 | 9.8 | 2.0 | 1.5
> CC1(C)CC(=O)N(CC(=O)O)c2ccccc2S1(=O)=O
 : -9.0 | -1.9 | 2.8 | 1.4 | 2.9 | -1.2 | 0.4 | -4.7 | 1.8
> O=C(COC(=O)Cn1cnc2ccccc2c1=O)Nc1ccc(Cl)c(C(F)(F)F)c1
 : -2.9 | 11.4 | -3.8 | -4.3 | -1.6 | 2.8 | 11.1 | -14.2 | -0.4
> COc1ccc(N2C(=O)C(CC(=O)Nc3ccccc3)N(CCc3ccc(OC)c(OC)c3)C2=O)cc1 (configuration not stated)
 : -4.0 | 1.5 | -0.6 | 0.9 | -0.7 | 6.2 | -0.6 | -26.2 | -0.1
> Nc1nc(SCc2ccc(Cl)cc2Cl)n[nH]1
 : -2.7 | 8.5 | 0.2 | -1.8 | 0.9 | 3.2 | 5.3 | 20.8 | -0.2
> CCN(Cc1ccccc1)S(=O)(=O)c1ccc2c(c1)NC(=O)CC(=O)N2
 : -6.7 | 1.9 | -0.8 | 3.4 | -2.4 | 0.6 | 0.6 | 4.0 | 0.3
> Cc1ccc(C2=NC3(CCCCC3)NC2=S)cc1
 : -0.1 | 17.4 | 0.3 | 0.4 | -4.2 | 7.2 | 9.1 | -19.1 | 1.1
